High-throughput results deposited in PubChem by The Scripps Research Institute Molecular Screening Center.
PAD4 inh = human PAD4 inhibitors, primary screen, biochemical, fluorescence polarization, 1536-well format. Protein-arginine deiminase type-4 (Homo sapiens), Q9UM07. recombinant PAD4, RCA probe fluorescence polarization. inhibition, % at 6.36 µM. 330,000 compounds, 0.41% hits;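 active = percent inhibition above a cutoff equal to the mean of all tested compounds plus 3 SD, cut at about 15% in these data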;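 also: 0% = PAD4 with RCA probe and DMSO and 100% = probe without PAD4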
PREPL inhibitor = PREPL enzyme inhibitors, primary screen, biochemical, fluorescence polarization. Prolyl endopeptidase-like (Homo sapiens), Q4J6C6. recombinant PREPL, fluorescence polarization activity-based probe. inhibition, % at 5.96 µM. 320,000 compounds, 0.68% hits. AID 2751, 2010; in the data active = inhibition above about 43%;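 also: 0% = enzyme with DMSO and 100% = wells lacking enzyme; many of its hits are not listed in these tables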
PAFAH1B3 FP inh = PAFAH1B3 enzyme inhibitors, primary screen, biochemical, fluorescence polarization, human. 340,000 compounds, 0.28% hits. inhibition, % at 3.39 µM. Platelet-activating factor acetylhydrolase IB subunit alpha1 (Homo sapiens), Q15102. recombinant PAFAH1B3, FP-rhodamine probe;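 active = inhibition above the screen-wide average of all tested compounds plus 3 SD, cut at about 25% in these data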;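 also: 0% = enzyme with DMSO only and 100% = wells lacking PAFAH1B3 protein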
Target sequence (Q15102 whole entry, looked up): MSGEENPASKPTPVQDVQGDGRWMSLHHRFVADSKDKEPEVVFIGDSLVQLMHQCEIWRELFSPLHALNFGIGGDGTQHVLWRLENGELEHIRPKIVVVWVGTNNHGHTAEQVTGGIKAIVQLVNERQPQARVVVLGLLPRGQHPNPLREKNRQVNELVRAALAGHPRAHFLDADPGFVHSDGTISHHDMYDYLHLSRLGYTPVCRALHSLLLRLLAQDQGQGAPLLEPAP
pPAFAH FP inh = pPAFAH enzyme inhibitors, primary screen, biochemical, fluorescence polarization, human | recombinant pPAFAH, FP-rhodamine probe fluorescence polarization | Platelet-activating factor acetylhydrolase (Homo sapiens), Q13093 | inhibition, % at 3.39 µM | 330,000 compounds, 1.5% hits;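 active = inhibition above the mean inhibition across the screen plus 3 SD, cut at about 25% in these data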;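 also: inhibitors block binding of the rhodamine activity-based probe so polarization drops; 0% = enzyme with DMSO and 100% = wells lacking pPAFAH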
PAFAH2 inh = PAFAH2 enzyme inhibitors, primary screen, biochemical, fluorescence polarization, human; Platelet-activating factor acetylhydrolase 2, cytoplasmic (Homo sapiens), Q99487; recombinant PAFAH2, FP-rhodamine activity probe; inhibition, % at 3.39 µM; 340,000 compounds, 0.99% hits;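 active = inhibition above the mean over all tested compounds plus 3 SD, cut at about 30% in these data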;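 also: inhibitors block probe labeling of enzyme so polarization drops; 0% = enzyme with DMSO and 100% = wells lacking PAFAH2 protein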
LYPLA2 counter = LYPLA2 inhibitors, primary screen, counter-screen for PME1 inhibitor project, biochemical, fluorescence polarization, FP-Rh probe ABPP | Acyl-protein thioesterase 2 (Homo sapiens), O95372 | recombinant LYPLA2 | inhibition, % at 5.9 µM | 320,000 compounds, 0.38% hits | AID 2177, 2009;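 active = inhibition above the screen-wide mean plus 3 SD, limit set per campaign, cut at about 26% in these data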;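 also: 0% = LYPLA2 with DMSO and 100% = wells lacking LYPLA2 enzyme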
Target sequence (O95372 whole entry, looked up): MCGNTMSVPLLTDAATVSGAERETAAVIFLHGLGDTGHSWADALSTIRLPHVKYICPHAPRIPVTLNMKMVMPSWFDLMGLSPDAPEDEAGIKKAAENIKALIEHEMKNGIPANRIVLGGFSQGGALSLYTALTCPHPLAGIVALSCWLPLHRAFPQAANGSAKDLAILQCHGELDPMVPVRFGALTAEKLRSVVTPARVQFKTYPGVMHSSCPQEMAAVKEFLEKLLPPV
LYPLA1 inh = LYPLA1 inhibitors, primary screen, counter-screen for PME1 inhibitor project, biochemical, fluorescence polarization, FP-Rh probe ABPP. inhibition, % at 5.9 µM. Acyl-protein thioesterase 1 (Homo sapiens), O75608. 320,000 compounds, 0.16% hits. AID 2174, 2009. recombinant LYPLA1;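 active = inhibition above the mean of all tested compounds plus 3 SD, set per campaign, cut at about 14% in these data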;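 also: inhibitors block serine hydrolase probe labeling of LYPLA1 so polarization falls; 0% = enzyme with DMSO and 100% = wells lacking LYPLA1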
PAFAH1B2 inh = PAFAH1B2 enzyme inhibitors, primary screen, biochemical, fluorescence polarization, human; Platelet-activating factor acetylhydrolase IB subunit alpha2 (Homo sapiens), P68402; recombinant PAFAH1B2, FP-rhodamine activity probe; inhibition, % at 3.39 µM; 340,000 compounds, 1.2% hits;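 active = inhibition above the mean of all tested compounds plus 3 SD, cut at about 24% in these data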;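 also: 0% = enzyme with DMSO and 100% = wells lacking PAFAH1B2; many of its hits are not listed in these tables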
Target sequence (P68402 whole entry, looked up): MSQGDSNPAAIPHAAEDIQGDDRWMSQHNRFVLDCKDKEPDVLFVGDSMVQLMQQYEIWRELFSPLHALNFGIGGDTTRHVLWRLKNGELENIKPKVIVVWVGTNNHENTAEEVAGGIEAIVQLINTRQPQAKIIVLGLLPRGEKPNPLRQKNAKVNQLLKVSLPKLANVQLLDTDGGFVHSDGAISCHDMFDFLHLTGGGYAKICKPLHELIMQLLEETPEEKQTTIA
GSTO1 inh = inhibitors of recombinant GSTO1, primary screen, counter-screen for RBBP9 inhibitor project, biochemical, fluorescence polarization | activity-based probe fluorescence polarization | Glutathione S-transferase omega-1 (Homo sapiens), P78417 | inhibition, % at 5.96 µM | AID 1974, 2009 | 300,000 compounds, 1.1% hits;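 active = inhibition above the campaign mean inhibition plus 3 SD, cut at about 35% in these data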;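 also: 0% = GSTO1-1 with DMSO and 100% = wells lacking GSTO1-1 enzyme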
Target sequence (P78417 whole entry, looked up): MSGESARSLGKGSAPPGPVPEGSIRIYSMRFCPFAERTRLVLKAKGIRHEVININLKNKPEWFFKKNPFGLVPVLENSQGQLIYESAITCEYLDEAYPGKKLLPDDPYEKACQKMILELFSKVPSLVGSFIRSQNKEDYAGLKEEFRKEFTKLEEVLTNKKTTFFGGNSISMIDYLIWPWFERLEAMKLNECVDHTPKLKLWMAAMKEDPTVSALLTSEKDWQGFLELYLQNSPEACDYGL
Starred values were filed as active, the others as inactive; nt = no result given. An excerpt. The share of hits here may be higher or lower than overall.

Values run as follows: PAD4 inh | PREPL inhibitor | PAFAH1B3 FP inh | pPAFAH FP inh | PAFAH2 inh | LYPLA2 counter | LYPLA1 inh | PAFAH1B2 inh | GSTO1 inh
[1] Cc1ccc(C)c(N(CC(=O)Nc2ccccc2C(=O)NCc2ccco2)S(=O)(=O)c2ccccc2)c1
→ 2 | -2 | 5 | -6 | -12 | -9 | -8 | -4 | 4
[2] CN(C)n1cnc2ccsc2c1=O
→ -3 | 0 | -2 | 8 | 2 | 0 | 4 | 5 | 6
[3] O=C(NCc1ccccc1Cl)C1CCCN1S(=O)(=O)c1ccccc1F (configuration not stated)
→ 1 | -8 | 12 | 3 | -1 | -1 | 2 | -1 | 10
[4] COc1ccc(OC)c2sc(N(CCCN(C)C)C(=O)CCS(=O)(=O)c3ccccc3)nc12
→ 1 | 40 | 0 | -2 | 12 | -3 | 0 | -4 | 9
[5] O=C(CCN1CCN(c2ccc(F)cc2)CC1)Nc1ccc(F)cc1
→ -5 | 15 | 15 | 8 | 8 | 4 | -2 | 5 | 7
[6] CCn1cnc2cc(NCc3nc4ccccc4n3C)ccc21
→ -4 | 14 | -3 | 8 | -2 | 2 | 5 | 1 | 4
[7] NC[C@@H]1O[C@H](C23CC4CC(CC(C4)C2)C3)Cc2c1ccc(O)c2O
→ -6 | 16 | 11 | 14 | 1 | -2 | -1 | 3 | 2
[8] CCNC(=O)n1nccc1C(C)Oc1cccc(C(F)(F)F)c1 (configuration not stated)
→ 1 | -17 | 3 | 1 | 4 | 1 | 3 | 3 | 5
[9] N/C(=N/S(=O)(=O)c1ccccc1)c1cccc([N+](=O)[O-])c1
→ -1 | 4 | -5 | -3 | 0 | 1 | 0 | 4 | 17
[10] CCC(=O)Nc1ccccc1N1CCN(c2ccc(F)cc2)CC1
→ -3 | 27 | 8 | 4 | -7 | -3 | -2 | 1 | 3
[11] O=C(CSc1nc2c(c(C(F)(F)F)n1)CCc1ccccc1-2)NCc1ccc(F)cc1
→ 1 | 11 | 6 | 4 | 5 | 5 | 2 | -2 | 1
[12] C=CCOC(=O)C1=C(C)OC(N)=C(C#N)C1c1ccco1 (configuration not stated)
→ 1 | -2 | -2 | 9 | -3 | -5 | 2 | -1 | -2
[13] COc1ccccc1NC(=O)CCNS(=O)(=O)c1ccc2c(c1)CC(C)N2C(=O)C1CC1 (configuration not stated)
→ 3 | 1 | 2 | 1 | 0 | 0 | 0 | 2 | 0
[14] O=C(CSC1=NCCN1)Nc1ccccc1[N+](=O)[O-]
→ -2 | 2 | 4 | 2 | -9 | 5 | 4 | 3 | 18
[15] Cn1nnnc1SCc1csc(Nc2ccccc2)n1
→ -2 | 2 | 2 | 7 | 0 | -2 | -7 | 1 | 4
[16] CN(C(=O)COC(=O)c1n[nH]c2ccccc12)c1ccccc1
→ 1 | -1 | 10 | 3 | 7 | 3 | -2 | 8 | 3
[17] COc1ccc(-c2cc(-c3nc4ccccn4c3NCc3ccccc3)ccc2OC)cc1
→ 5 | 21 | 6 | 20 | 8 | nt | nt | 5 | nt
[18] COc1ccc(C(CNC(=O)C(C)(C)Oc2ccc(Cl)cc2)N2CCCC2)cc1 (configuration not stated)
→ 1 | 10 | 0 | -2 | 0 | -2 | 1 | 5 | nt
[19] Cn1c(N)c(C(=O)COC(=O)c2ccc(F)cc2Cl)c(=O)n(C)c1=O
→ -4 | 19 | 8 | -5 | 3 | nt | nt | 8 | nt
[20] COc1ccc(Cl)cc1S(=O)(=O)N1CCCC(C(=O)NCc2ccccn2)C1 (configuration not stated)
→ 1 | 5 | 6 | 5 | 5 | -1 | -2 | 1 | 4
[21] CN(CC1CCCN(CCc2ccc(Cl)cc2)C1)C(=O)C(=O)c1ccco1 (configuration not stated)
→ -5 | 3 | 4 | 0 | 5 | 10 | -1 | 2 | -2
[22] Cc1ccn(CC(=O)O)c(=O)c1
→ -3 | -2 | 0 | 3 | 0 | 0 | -1 | 5 | 2
[23] CSCCC(N=C1NS(=O)(=O)c2ccccc21)C(=O)N1CCCC(C(N)=O)C1 (configuration not stated)
→ -3 | -1 | 7 | 0 | 3 | -3 | 1 | 3 | 1
[24] Cc1ccc(-c2nc3ncccc3o2)cc1NC(=O)c1ccccc1
→ -1 | -1 | 0 | -2 | -2 | -2 | -2 | 3 | -3
[25] CC(C)(C)c1ccc(S(=O)(=O)NCc2ccc(C(=O)N3CCCC3)cc2)cc1
→ -2 | 19 | -1 | 2 | 5 | 7 | 4 | 6 | 1
[26] CC(=O)c1ccccc1NS(=O)(=O)c1c(C)nn(-c2ccccc2)c1C
→ -2 | 8 | 1 | 2 | 6 | 1 | -2 | 2 | -2
[27] CC(C)NCC#CCOc1ccc(Cl)cc1
→ -1 | -2 | 2 | 6 | 7 | 2 | 1 | 30* | 1
[28] COc1ccc(CCNC(=O)COc2ccc(S(=O)(=O)NC3CCCCC3)cc2Cl)cc1
→ 2 | 9 | -1 | 21 | -5 | 8 | -3 | -1 | 0
[29] COc1ccc(C(=O)Nc2ccc3c(c2)Cc2ccccc2-3)cc1
→ 2 | -8 | 4 | -3 | -8 | -2 | -4 | -2 | 1
[30] O=C(Nc1ccon1)c1cccc(C(F)(F)F)c1
→ 0 | 1 | 6 | 3 | -3 | -1 | -3 | 7 | 5
[31] CC(C)OC(=O)c1cc2ccccc2[nH]1
→ -5 | -3 | 0 | 11 | -3 | 6 | -3 | 4 | 3
[32] CCCC(=O)Nc1ccc(S(=O)(=O)Nc2nccs2)cc1
→ 4 | -4 | -4 | -4 | -3 | -3 | -1 | 1 | -1
[33] Cc1cc(C)cc(NC(=O)Cc2ccc(-n3cccc3)cc2)c1
→ -3 | 0 | 1 | 5 | -2 | 2 | 2 | 3 | -2
[34] N/C(=N\OC(=O)Oc1ccccc1)c1ccc(Br)cc1
→ -6 | -4 | 0 | -4 | -5 | -5 | -1 | -5 | -7
[35] C/C(=N\NS(=O)(=O)c1ccc([N+](=O)[O-])cc1)c1cccs1
→ 6 | 12 | 0 | 1 | -5 | 0 | -2 | 1 | -4
[36] COc1ccc(/C(O)=C2/C(=O)C(=O)N(CCN(C)C)C2c2ccc(F)cc2)cc1Cl (configuration not stated)
→ 3 | 24 | -6 | 4 | -2 | -2 | -3 | 3 | -5
[37] Cc1ccc(NCc2nc3ccccc3n2C)cc1C
→ 2 | 14 | -1 | 4 | 1 | -3 | -3 | 2 | 5
[38] CC(=O)c1ccccc1NC(=O)CSc1n[nH]c(=O)n1C1CC1
→ -1 | 23 | 8 | 0 | -4 | nt | nt | 5 | nt
[39] Cc1cccc(C)c1NC(=O)CN1C(=O)C2CC=CCC2C1=O (configuration not stated)
→ 0 | 4 | -7 | 3 | 6 | 5 | 3 | -1 | nt
[40] Cc1c(-c2cc(C(=O)O)no2)cnn1C
→ -2 | 0 | 2 | -1 | 7 | -4 | -1 | 4 | 3
[41] CCCCNC(=O)c1sc2nc(C)cc(COC)c2c1-n1cccc1
→ -2 | 1 | 7 | 11 | 3 | 3 | 2 | 1 | -13
[42] CCn1c(=O)cc(OCC(=O)N2CCN(c3ccc(F)cc3)CC2)c2ccccc21
→ -2 | 12 | 5 | 7 | 0 | 7 | 2 | 2 | -3
[43] COC(=O)CCCNS(=O)(=O)c1ccc2ccccc2c1
→ 1 | -5 | 12 | 6 | -1 | 4 | 0 | 8 | 5
[44] O=S(=O)(NCc1cccnc1)c1ccc2ccccc2c1
→ -2 | 1 | 2 | -2 | 0 | 2 | -2 | 12 | -1
[45] Cc1ccc(NC(=O)C(=O)NCCCN2CC(C(=O)O)CC2=O)cc1 (configuration not stated)
→ -3 | 8 | -2 | 0 | 3 | 1 | -2 | 0 | 3
[46] CCc1ccc(-c2cc(C)no2)cc1S(=O)(=O)N1CCN(c2ccc(C(C)=O)cc2)CC1
→ -6 | -12 | -6 | 8 | 7 | 21 | -5 | 0 | -9
[47] C/C(=N\N=C1\NC(=O)CC(C(=O)O)S1)c1ccc(F)cc1 (configuration not stated)
→ 2 | -4 | 7 | -4 | -6 | -9 | -5 | 5 | -1
[48] Cc1c(CC(=O)N2CCN(C(=O)C3COc4ccccc4O3)CC2)c(=O)oc2c(C)c(O)ccc12 (configuration not stated)
→ -9 | -3 | 1 | 6 | 1 | 14 | -1 | 6 | -2
[49] Cn1c(=O)cc(SCC(=O)Nc2ccccn2)c2ccccc21
→ -4 | 4 | nt | -1 | nt | 6 | 0 | nt | 4
[50] COc1ccc(N2CCN(CC(=O)Nc3ccccc3C(=O)NCc3ccccc3)CC2)cc1
→ -4 | 11 | 6 | 6 | -6 | 0 | -2 | -2 | nt
[51] CC(C)NC(=O)C1(c2ccccc2)CC1(Cl)Cl (configuration not stated)
→ -2 | -2 | 7 | 0 | 3 | 3 | 2 | 2 | 1
[52] O=C1CCCCCN1Cc1ccccc1
→ 3 | -13 | 2 | -1 | 8 | 9 | 1 | -1 | 3
[53] COc1ccc(CN(C)CC(=O)Nc2cccc(S(N)(=O)=O)c2)c(OC)c1OC
→ 2 | -7 | 8 | 1 | -4 | -4 | 1 | 1 | 0
[54] Cn1c(N)c(C(=O)CSc2nnc(C3CC3)n2N)c(=O)n(C)c1=O
→ -2 | 3 | 9 | -1 | 4 | 4 | 2 | 8 | nt
[55] Cc1nn(Cc2ccc(F)cc2)c(C)c1NC(=O)c1noc2c1CCCCC2
→ -1 | 6 | 6 | 5 | -4 | 3 | 1 | 6 | -3
[56] COc1ccc(OCCC(=O)OCC(=O)NC(=O)NC2CCCCC2)cc1
→ -2 | 9 | -4 | 18 | 7 | 3 | 0 | 7 | 1
[57] CN(Cc1ccccc1F)C(=O)COc1ccc(C(=O)c2ccccc2)cc1
→ -3 | 15 | 0 | 5 | -1 | 2 | 1 | 1 | -3
[58] O=S(=O)(c1ccc(Cl)cc1)N1CCN(CCc2ccncc2)CC1
→ -2 | 2 | 3 | 5 | -1 | 2 | 1 | 22 | 4
[59] Cc1ccc(S(C)(=O)=N/C=C2\C(=O)c3sccc3N(C)S2(=O)=O)cc1 (configuration not stated)
→ 4 | -2 | -2 | -2 | -3 | 1 | -2 | 5 | 3
[60] COc1ccc(Cc2nnc(Nc3ccc(Cl)cc3)[nH]c2=O)cc1
→ -8 | 8 | -5 | 0 | -7 | -12 | -13 | 3 | -12
[61] CN(C)S(=O)(=O)c1ccc(C(=O)N2CCN(S(=O)(=O)c3cccs3)CC2)cc1
→ -7 | 0 | -4 | 2 | 42* | -3 | -1 | 4 | 2
[62] CCOC(=O)CSc1snnc1-c1ccccc1
→ -3 | -5 | 3 | 2 | 3 | -2 | -3 | 0 | 16
[63] CN(C)C(CNC(=O)c1cc(-c2ccco2)nc2ccccc12)c1ccccc1 (configuration not stated)
→ -5 | -3 | 8 | 61* | 6 | nt | nt | 4 | nt
